Compound activity as filed in PubChem.
DAX1 inh-1 – DAX1 (NR0B1) inhibitors, primary screen, cell-based, HEK293, Gal4-DAX1, luciferase luminescence; 340,000 compounds, 0.99% hits; HEK293 Gal4-DAX1 luciferase reporter; inhibition, % at 6.75 µM; AID 504766, 2011;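 active means inhibition above the mean over all tested compounds plus 3 SD, cut at about 4.2% in these data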;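 further: 0% = DAX1-transfected cells with DMSO and 100% = empty-vector control cells with DMSO; inhibition shows as a rise in luminescence from relieved DAX1 repression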
PLCb3 inh – human PLC-beta3 inhibitors, primary screen, biochemical, fluorescence | 1-phosphatidylinositol 4,5-bisphosphate phosphodiesterase beta-3 (Homo sapiens), Q01970 | Purified PLC-beta3, fluorogenic substrate | inhibition, % at 12.2 µM | 370,000 compounds, 0.18% hits; in the data active means inhibition above about 11%;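 further: 0% = median of compound wells on plate and 100% = full blocker control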
Target sequence (Q01970 whole entry, looked up): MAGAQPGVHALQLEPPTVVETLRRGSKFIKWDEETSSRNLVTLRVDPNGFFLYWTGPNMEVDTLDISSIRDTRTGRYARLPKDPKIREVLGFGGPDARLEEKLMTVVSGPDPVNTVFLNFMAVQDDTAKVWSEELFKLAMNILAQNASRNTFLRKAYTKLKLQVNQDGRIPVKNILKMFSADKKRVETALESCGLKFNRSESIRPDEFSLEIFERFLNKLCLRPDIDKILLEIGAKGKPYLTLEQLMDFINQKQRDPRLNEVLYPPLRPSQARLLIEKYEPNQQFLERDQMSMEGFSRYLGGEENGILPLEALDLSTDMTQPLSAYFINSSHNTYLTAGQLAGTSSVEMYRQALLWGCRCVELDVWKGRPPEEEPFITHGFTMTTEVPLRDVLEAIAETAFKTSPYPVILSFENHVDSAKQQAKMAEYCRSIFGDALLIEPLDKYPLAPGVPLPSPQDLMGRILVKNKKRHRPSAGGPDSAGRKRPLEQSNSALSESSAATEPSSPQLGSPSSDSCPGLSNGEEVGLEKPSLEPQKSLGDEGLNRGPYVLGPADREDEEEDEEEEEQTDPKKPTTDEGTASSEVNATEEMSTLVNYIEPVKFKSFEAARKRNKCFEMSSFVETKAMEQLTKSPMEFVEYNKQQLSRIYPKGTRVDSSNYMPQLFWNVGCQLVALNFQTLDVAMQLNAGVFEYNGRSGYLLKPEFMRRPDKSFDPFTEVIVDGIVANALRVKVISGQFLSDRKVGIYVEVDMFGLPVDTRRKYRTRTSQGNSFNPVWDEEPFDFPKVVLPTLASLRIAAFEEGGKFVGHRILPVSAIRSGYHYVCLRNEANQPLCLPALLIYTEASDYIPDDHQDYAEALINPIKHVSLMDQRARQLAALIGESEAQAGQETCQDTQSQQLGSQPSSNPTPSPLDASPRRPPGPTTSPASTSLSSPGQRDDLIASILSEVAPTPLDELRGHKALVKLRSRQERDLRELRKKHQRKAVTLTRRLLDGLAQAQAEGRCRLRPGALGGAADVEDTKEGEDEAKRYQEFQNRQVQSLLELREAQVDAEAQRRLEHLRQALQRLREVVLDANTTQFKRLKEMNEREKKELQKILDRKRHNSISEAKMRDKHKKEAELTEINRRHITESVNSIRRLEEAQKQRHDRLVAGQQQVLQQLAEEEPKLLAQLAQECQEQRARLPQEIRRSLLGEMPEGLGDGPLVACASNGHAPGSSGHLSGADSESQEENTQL
hcDAF12 agonist – H. contortus DAF-12 nuclear receptor activators, primary screen, cell-based, luminescence, HEK293, lit1-tk-luc reporter. HEK293 hcDAF-12 lit1-tk-luc reporter; 0% DMSO, 100% Δ7-dafachronic acid. activation, % at 6.8 µM. 370,000 compounds, 1.4% hits;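 active means activation above the mean of all tested compounds plus 3 SD, cut at about 5.5% in these data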;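 further: 100% = response to 3 µM Δ7-dafachronic acid high control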
sPLA2-III inh – human group III sPLA2 inhibitors, primary screen, biochemical, QFRET, BODIPY PC-A2 liposome substrate | Group 3 secretory phospholipase A2 (Homo sapiens), Q9NZ20 | QFRET BODIPY PC-A2 liposome hydrolysis, fluorescence | inhibition, % at 12.2 µM | 370,000 compounds, 0.56% hits;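 active means inhibition above mean plus 3 SD of compounds lying within the high and low control bounds, cut at about 19% in these data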;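 further: 0% = median of test compound wells and 100% = no enzyme DMSO wells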
SMARCA2 act – SMARCA2 (BRM) function activators, primary screen, cell-based, luminescence, high throughput; MG213 cells, MMTV-luciferase reporter, dexamethasone, overnight; 370,000 compounds, 1% hits; activation, % at 9.1 µM; in the data active means activation above about 7.8%;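 further: 0% = vehicle wells and 100% = reference activator wells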
FXN GAA850 act – FXN promoter activators, primary screen, cell-based, luciferase luminescence, HEK293 lucGAA850; HEK293 lucGAA850 FXN promoter luciferase reporter, 24 h; percent of 10 µM SAHA response; activation, % at 6 µM; 360,000 compounds, 0.56% hits;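 active means activation above the average of all compounds screened plus 3 SD, cutoff fixed separately per campaign, cut at about 7.5% in these data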;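 further: 0% = DMSO wells and 100% = 10 µM SAHA wells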
DAX1 inh-2 – DAX1 (NR0B1) inhibitors on StAR promoter, primary screen, cell-based, luminescence, SF-1 (NR5A1), full-length DAX-1; HEK293T StAR-luciferase reporter, SF-1/DAX-1 repression relief; inhibition, % at 6.8 µM; 370,000 compounds, 1.1% hits; AID 652010, 2013;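 active means inhibition above the mean over all tested compounds plus 3 SD, cut at about 3.6% in these data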;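 further: 0% = DAX-1 cells with DMSO and 100% = cells lacking DAX-1 with DMSO; higher inhibition means more luminescence from relief of DAX-1 repression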
Rev-erbA mod – modulators of Rev-erb alpha DNA binding, primary screen, biochemical, FITC-DNA, fluorescence polarization, uHTS; Nuclear receptor subfamily 1 group D member 1 (Homo sapiens), P20393; Rev-erbα–FITC-DNA binding, 90 min; activity, % at 10 µM; 370,000 compounds, 0.79% hits; AID 1259318, 2017;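 active means activity above about 14%, limit read from the data; passing the limit was not always enough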;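 further: 0% = DMSO wells with 35 nM protein and 100% = DMSO wells with 750 nM protein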
ssDAF12 agonist – S. stercoralis DAF-12 nuclear receptor activators, primary screen, cell-based, luminescence, HEK293, GRIP1 co-expression, lit1-tk-luc; Nuclear hormone receptor DAF-12 (Strongyloides stercoralis); HEK293 ssDAF-12/GRIP1 lit1-tk-luc reporter; % of 3 µM dafachronic acid response; activation, % at 6.8 µM; 370,000 compounds, 1% hits; AID 652126, 2013;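 active means activation above the mean over all tested compounds plus 3 SD, cut at about 0.9% in these data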;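 further: 0% = DMSO-only wells and 100% = 3 µM delta7-dafachronic acid wells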
hgDAF12 agonist – H. glycines DAF-12 receptor agonists, primary screen, cell-based, luminescence, HEK293, GAL4 fusion, UAS-luciferase. Nuclear hormone receptor DAF-12 (Heterodera glycines), GAL4 fusion. HEK293 GAL4-hgDAF12 UAS-luciferase reporter, agonist luminescence; normalized to butyrate control. activation, % at 6.8 µM. 370,000 compounds, 1.8% hits;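 active means activation above a cutoff set at the mean of all screened compounds plus 3 SD, cut at about 10% in these data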;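 further: 0% = DMSO wells and 100% = sodium butyrate wells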
PG9 Ab binder – binders of HIV-1 gp120 antibody PG9, primary screen, biochemical, TR-FRET; HIV-1 gp120 / PG9 antibody interaction; TR-FRET gp120-PG9 antibody binding; inhibition, % at 6.7 µM; 360,000 compounds, 0.43% hits; AID 624416, 2012; in the data active means inhibition above about 8.5%
* marks the source's active call; other numbers are inactive results; i = inactive; . = no result given.

SMILES	DAX1 inh-1	PLCb3 inh	hcDAF12 agonist	sPLA2-III inh	SMARCA2 act	FXN GAA850 act	DAX1 inh-2	Rev-erbA mod	ssDAF12 agonist	hgDAF12 agonist	PG9 Ab binder
Cc1ccccc1NC(=O)Cn1c(=O)n(-c2ccc(CC(=O)NCC3CCCO3)cc2)c(=O)c2ccccc21 (centres undefined)	0.1	-8	-0.2	-4	0	2.6	0.2	6	-2.1	0.8	0.9
S=C(NCCOCCOCCNC(=S)Nc1ccccc1)Nc1ccccc1	0.6	2	-0.7	10	-5	0.3	-0.1	2	-0.7	-1.1	-0.3
N#Cc1ccc(C2=CC(=O)C[C@H](c3ccc4c(c3)OCO4)C2)cc1	-0.9	-5	0.4	-5	0	0.8	-1.1	-7	-1.9	-2.0	-0.6
CCCN1CCN(C(=O)Cn2nc(C)n3c(cc4sccc43)c2=O)CC1	1.2	-6	2.0	5	-2	-1.7	0.0	-7	-1.1	-2.0	0.5
C=CCCC1(C)C(=O)N(c2ccccc2)c2ccccc21 (centres undefined)	-0.8	3	-1.3	-5	0	3.5	-0.7	5	-1.8	-2.5	-0.7
COc1cccc(/C(C)=N/NC(=O)c2cc(-c3cccnc3)nc3ccccc23)c1	2.5	-3	1.6	-1	1	-0.5	-0.7	0	-0.1	-2.0	-1.9
Cc1nn2cc(-c3ccccc3)nc2[nH]c1=O	1.0	i	-0.1	0	-1	1.0	-0.3	4	-0.9	2.4	-0.7
COc1ccc(Cn2nnnc2C(c2ccccn2)N2CCN(c3cc(Cl)ccc3C)CC2)cc1 (centres undefined)	-1.4	3	-1.6	5	-2	4.1	-0.5	0	-0.8	1.5	1.5
Cc1ccc(N2CCN(C(=O)Nc3cccc([N+](=O)[O-])c3)CC2C)cc1 (centres undefined)	0.7	1	-1.9	-1	-1	-2.1	-0.6	2	-1.5	-1.4	0.4
C/C(CC(=O)Nc1ccc(Cl)cc1Cl)=N\NC(N)=S	-1.4	-7	-0.9	4	-3	-1.6	-1.8	-2	-0.9	-0.1	-1.2
COc1ccc(C2CC(C(F)(F)F)n3ncc(C(=O)O)c3N2)cc1OC (centres undefined)	-0.1	-2	-0.1	1	0	4.0	0.1	6	-1.3	-2.5	-1.1
CC(C)c1ccc(OCCCCCN2CCOCC2)cc1	-0.2	-1	1.0	-4	0	0.7	-0.6	4	-0.7	2.6	-0.9
O=C(NCc1cccc(C(F)(F)F)c1)c1ccc2sc([C@@H]3O[C@H](CO)[C@@H](O)[C@H]3O)nc2c1	.	-2	-1.7	-3	-4	0.1	-0.7	5	-1.0	-2.2	-0.9
Cc1ccc(-n2c(=S)[nH]c3nc4c(cc3c2=O)COC(C)(C)C4)cc1	-0.5	1	2.6	-4	-1	-1.3	0.0	1	-0.9	1.6	-5.3
Cc1c(N2C(=O)c3cccc4cccc(c34)C2=O)c(=O)n(-c2ccccc2)n1C	0.6	12*	1.5	1	0	-2.5	0.4	5	-1.0	3.2	3.5

Reprinted at random: two compounds from above, in no set order.
SMILES	DAX1 inh-1	PLCb3 inh	hcDAF12 agonist	sPLA2-III inh	SMARCA2 act	FXN GAA850 act	DAX1 inh-2	Rev-erbA mod	ssDAF12 agonist	hgDAF12 agonist	PG9 Ab binder
N#Cc1ccc(C2=CC(=O)C[C@H](c3ccc4c(c3)OCO4)C2)cc1	-0.9	-5	0.4	-5	0	0.8	-1.1	-7	-1.9	-2.0	-0.6
CCCN1CCN(C(=O)Cn2nc(C)n3c(cc4sccc43)c2=O)CC1	1.2	-6	2.0	5	-2	-1.7	0.0	-7	-1.1	-2.0	0.5

Back to the main list, repeating the two entries before the break.
SMILES	DAX1 inh-1	PLCb3 inh	hcDAF12 agonist	sPLA2-III inh	SMARCA2 act	FXN GAA850 act	DAX1 inh-2	Rev-erbA mod	ssDAF12 agonist	hgDAF12 agonist	PG9 Ab binder
Cc1ccc(-n2c(=S)[nH]c3nc4c(cc3c2=O)COC(C)(C)C4)cc1	-0.5	1	2.6	-4	-1	-1.3	0.0	1	-0.9	1.6	-5.3
Cc1c(N2C(=O)c3cccc4cccc(c34)C2=O)c(=O)n(-c2ccccc2)n1C	0.6	12*	1.5	1	0	-2.5	0.4	5	-1.0	3.2	3.5
O=C(N/C(=C\c1ccco1)C(=O)N1CCC(O)CC1)c1ccccc1	-0.6	-24	-0.2	-3	-2	0.8	-0.7	6	-1.1	0.5	-1.9
CCn1c(=O)cc(OCC(=O)NCCc2cccc(C)c2)c2ccccc21	-0.6	-1	-0.3	-2	-4	2.6	-1.0	0	-1.3	-2.2	-1.4
Cc1cc(-c2ccccc2)nc(SCc2ccc(C(=O)O)cc2)n1	-1.2	-4	-0.9	-10	1	3.0	-0.2	-6	-1.5	-1.6	-0.2
CCc1cc2c(COC(=O)c3cccc(S(C)(=O)=O)c3)cc(=O)oc2cc1O	0.1	-398	-1.3	-8	-3	2.9	-0.8	4	-1.1	-2.9	2.9
CCN(CC)CCCn1c2c(c(SCC(=O)Nc3cc(OC)cc(OC)c3)nc1=O)CCC2	0.0	0	0.1	-7	0	1.4	0.6	2	-0.1	0.4	-1.4
C[C@H](CO)N1C[C@H](C)[C@H](CN(C)C(=O)Nc2ccc3c(c2)OCO3)Oc2ncc(Br)cc2C1=O	2.5	-2	0.8	6	-1	-0.3	-0.4	-4	-1.6	2.6	0.5
Cc1ccc(Cl)c(NC(=O)COC(=O)CNS(=O)(=O)/C=C/c2ccccc2)c1Cl	-0.5	7	-1.0	-15	-3	1.8	0.2	4	-1.5	-0.3	-3.1
O=S(=O)(c1cccc2ccccc12)n1nnc2ccccc21	.	-1	0.0	-4	0	.	0.4	-5	-1.1	0.2	0.6
Clc1ccccc1/C=C/c1nc(-c2ccccn2)no1	-7.2	-8	0.4	-9	-3	-8.6	0.4	1	-1.5	-0.3	-1.0
CCOC(=O)Cc1cnc(NC(=O)Cn2nnc(-c3ccc(OCC)cc3)n2)s1	-0.3	-2	-0.7	-36	1	-0.9	0.1	0	-1.2	1.5	-2.1
CC(C)(C)OC(=O)N1CCCC(C(=O)Nc2cccc(C(=O)NCCCCc3ccccc3)c2)C1 (centres undefined)	-0.7	5	-2.2	-34	-6	-1.2	-2.8	6	-1.5	-5.6	0.2
C=C(C)CN(CC)C(=O)CCc1nnc(CCc2c[nH]c3ccccc23)o1	0.7	-2	-0.6	-47	1	-0.5	-0.7	0	-1.2	3.4	0.4
CCc1ccccc1-n1nnnc1-c1cnccc1C(F)(F)F	3.6	-4	-1.4	13	-6	-0.7	0.1	-6	-1.2	-2.1	0.8
CCOc1ccc(C(=O)CN2CCN(S(=O)(=O)c3ccc(Br)cc3)CC2)cc1	0.1	3	-1.2	-3	0	1.8	-0.6	-3	-1.9	1.8	-1.8
Cc1ccc(S(=O)(=O)N2C(c3ccc(Cl)c(Cl)c3)CC=C(C(=O)O)C2c2cccc(Cl)c2)cc1 (centres undefined)	.	1	1.2	3	-3	.	0.0	0	-1.1	-0.5	-0.8
Cc1cc(=O)oc2c(C)c(OCC(=O)N3CCN(C(=O)C4COc5ccccc5O4)CC3)ccc12 (centres undefined)	-1.9	-17	-0.8	-7	0	-1.1	-3.0	-1	-1.4	0.0	-2.5
COc1cccc(NC(=O)CN(c2ccc3c(c2)OCO3)S(C)(=O)=O)c1	.	-4	-0.9	-1	-2	3.6	0.8	6	-0.8	1.0	0.6
N#Cc1ccc(C(C(=O)NC2CCCCC2)n2c(=O)c(-c3cc4ccccc4[nH]3)nc3ccccc32)cc1 (centres undefined)	.	i	2.5	-4	-6	.	-0.9	-3	-0.1	0.2	0.9
CCOC(=O)C1CCN(C(=O)C2CCN(c3nn4c(=O)cc(C)nc4s3)CC2)CC1	-0.2	-6	-1.2	2	-1	-0.6	0.6	-1	-1.1	0.7	-0.8
O=S(=O)(c1ccc(S(=O)(=O)N2CCCC2)cc1)N1CCCCCC1	-0.5	-2	-1.3	3	0	-0.4	-0.1	3	-1.2	-1.0	-0.9
Cc1ccc(S(=O)(=O)N2CCN(C(=O)COC(=O)/C=C/c3ccccc3[N+](=O)[O-])CC2)c(C)c1	1.1	-1	1.4	-9	0	-4.5	-0.6	1	-0.6	-0.4	0.7
COc1cccc(/C=C2/SC(=S)N(CC(=O)NNC(=O)c3ccccc3OC)C2=O)c1	0.1	-4	8.5*	5	-1	-1.1	0.2	-4	0.3	2.0	0.5
Cn1c(=O)oc2cc(S(=O)(=O)Nc3cccc([N+](=O)[O-])c3)ccc21	0.1	3	-0.8	3	0	2.1	-0.2	9	-1.3	-0.7	-0.2
O=C(Nc1c(-c2ccccc2)[nH][nH]c1=O)c1cnccn1	.	1	2.0	1	1	.	0.1	3	-1.1	2.2	-0.6
COc1ccc(CCNC(=O)COc2ccc(N(C)S(=O)(=O)c3ccc(Cl)cc3)cc2)cc1	1.8	3	-2.1	-12	-5	-1.3	0.1	-3	-2.0	-1.3	-2.2
COCCN(Cc1cccs1)S(=O)(=O)c1csc(C(N)=O)c1	0.1	1	0.0	7	2	-1.3	-1.2	-12	-1.1	-0.1	-1.0
CCC(=O)Nc1c(S(=O)(=O)c2ccccc2)c2nc3ccccc3nc2n1C(C)c1ccccc1 (centres undefined)	1.5	-316	-1.5	-54	-4	-1.4	-0.2	-6	-0.9	-4.1	0.1
CC(=O)Nc1nc(=O)c2ccccc2s1	-1.1	-2	-0.1	7	8.3*	-0.1	0.2	1	-1.6	-1.6	0.8
CCOc1ccc(CC(=O)Nc2c3c(nn2C(C)(C)C)CS(=O)(=O)C3)cc1	0.3	-7	-0.2	4	-1	0.4	-2.5	-4	-1.2	-1.3	0.3
CCCn1c(SCc2nc(-c3cccs3)no2)nnc1-c1ccncc1	0.2	-3	-0.9	-4	-3	-0.9	-0.7	-4	-1.1	-3.7	0.9
CC(=O)NCCNc1nc2cc(-c3ccc(Cl)cc3C)sc2c(=O)n1C	.	-1	-1.8	-6	-3	-1.2	-1.0	-3	-1.4	-0.8	0.7
O=C(O)[C@H](Cc1ccccc1)NC(=O)N1CCCCCC1	-0.6	-3	-0.7	14	-1	0.5	-0.1	1	-1.0	0.0	-0.6
CCOC(=O)CN1C(=O)N[C@@H](CCc2ccccc2)[C@H](C(C)=O)[C@H]1C	0.4	1	-1.4	3	-1	0.4	-0.5	1	-0.6	0.8	-2.3

The order is random. Share with any hit: about 7%.
